GLP1R cytotox = cytotoxicity counter-screen for GLP-1 receptor inverse agonists; HEK293 cAMP-luciferase reporter cells, luminescence, 24 h; Potency, µM (highest dose often 38.3 µM), inactives show at the top dose activity change, negative = inhibition, most hits filed as inhibitors; hit rate 0.13% among 410,000; AID 624418;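 also: loss of luciferase light is scored as toxicity; potency is read from the fitted curve at half-maximal effect; % is scaled to controls: 0 for no effect and ±100 for the full control effect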
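Quantitative HTS format, 1536 wells, 200 cells/uL seeded. Compounds: 23 nL, 24 h, 37 °C. Detection: luciferase reagent, luminescence at 12 min RT; decreased signal taken as cytotoxic.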
EPAC1 agonist = agonists of human EPAC1 | Potency, µM (doses to about 154 µM), inactives show top-dose activation, hits mostly activators | O95398 | hit rate 0.073% among 360,000 | AID 720707 | EPAC1 agonist qHTS, biochemical assay; response scale: 100% = response to 6.5 mM cAMP; also: potency is read from the fitted curve at half-maximal effect; nearly all actives have a fitted effect of over 60% in size
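Multi-concentration qHTS readout: loss of Rap1B-bound BODIPY-GDP fluorescence driven by 100 nM EPAC1 with excess GDP (50 uM), monitored kinetically at room temperature; agonist response expressed relative to 6.5 mM cAMP.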
GLP-1R inv ag = acts as inverse agonist at human GLP-1 receptor; P43220; HEK293 GLP-1R CRE-luciferase, luminescence, 24 h; GLP-1R form is constitutively active; Potency, µM (highest dose often 38.3 µM), inactives show at the top dose activity change, negative = inhibition, usual class: inhibitors; hit rate 1.6% among 410,000; AID 624417; also: potency is read from the fitted curve at half-maximal effect; % is scaled to controls: 0 for no effect and ±100 for the full control effect; nearly all actives have a fitted effect of over 55% in size
Target sequence (P43220 whole entry, looked up): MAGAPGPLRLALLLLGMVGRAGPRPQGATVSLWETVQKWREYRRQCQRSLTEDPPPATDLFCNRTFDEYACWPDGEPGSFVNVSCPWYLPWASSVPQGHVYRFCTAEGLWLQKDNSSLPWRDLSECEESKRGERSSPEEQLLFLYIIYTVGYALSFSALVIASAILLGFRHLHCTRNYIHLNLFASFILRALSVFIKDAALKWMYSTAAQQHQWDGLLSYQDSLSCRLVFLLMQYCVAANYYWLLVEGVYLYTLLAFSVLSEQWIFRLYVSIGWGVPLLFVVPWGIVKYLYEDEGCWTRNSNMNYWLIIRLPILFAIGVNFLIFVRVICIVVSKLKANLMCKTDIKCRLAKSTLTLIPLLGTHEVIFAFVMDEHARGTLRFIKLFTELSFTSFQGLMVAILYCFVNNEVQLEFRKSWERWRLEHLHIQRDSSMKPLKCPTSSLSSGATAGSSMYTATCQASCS
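Using stably transfected HEK293 (constitutively active GLP-1R, cAMP-luciferase reporter), compounds were incubated 24 hr and luciferase measured by luminescence.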
GLP1R ag = agonists of human GLP-1 receptor; P43220; Potency, µM (series often up to 45.6 µM), for the others: top-dose activation, usual class: activators; HEK293 GLP-1R CRE-luciferase, luminescence, 4-6 h; cells express a hypersensitive GLP-1R form; hit rate 0.007% among 380,000; also: potency is read from the fitted curve at half-maximal effect; % of control where 0% means no effect
PTHR1 ag = agonists of human PTHR1 parathyroid hormone receptor; Potency, µM (highest dose often 115 µM), without a hit: at the highest dose activation, most hits filed as activators; HEK293 GP2 PTHR1 cells, GloSensor cAMP luminescence, 1 h; Q03431; hit rate 0.075% among 410,000; also: potency is read from the fitted curve at half-maximal effect; nearly all actives have a fitted effect of over 55% in size; some results filed as inactive show a strong effect at the top dose; inactives centre near -15; many of its hits are not listed in these tables
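HEK-293-derived GP2 cells expressing PTHR1 and a GloSensor cAMP reporter, 3,000/well, plated overnight, given luciferin plus IBMX (each 0.5 mM as added) for 1 h at 37 °C, then compound for 1 h at 37 °C. Luminescence was read after 15 min at room temperature.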
PI5P4K alpha inh = inhibitors of human PI5P4K alpha. PI5P4Kalpha enzyme, ADP-Glo luminescence, 60 min; stronger effect = lower value. P48426. hit rate 1.2% among 330,000. max response, %; active = max response of -50% or lower; inconclusive = between -30% and -50%; inactive = -30% or higher; also: value at the top dose of about 77 µM; % is scaled to controls: 0 for no effect and ±100 for the full control effect
Target sequence (P48426 whole entry, looked up): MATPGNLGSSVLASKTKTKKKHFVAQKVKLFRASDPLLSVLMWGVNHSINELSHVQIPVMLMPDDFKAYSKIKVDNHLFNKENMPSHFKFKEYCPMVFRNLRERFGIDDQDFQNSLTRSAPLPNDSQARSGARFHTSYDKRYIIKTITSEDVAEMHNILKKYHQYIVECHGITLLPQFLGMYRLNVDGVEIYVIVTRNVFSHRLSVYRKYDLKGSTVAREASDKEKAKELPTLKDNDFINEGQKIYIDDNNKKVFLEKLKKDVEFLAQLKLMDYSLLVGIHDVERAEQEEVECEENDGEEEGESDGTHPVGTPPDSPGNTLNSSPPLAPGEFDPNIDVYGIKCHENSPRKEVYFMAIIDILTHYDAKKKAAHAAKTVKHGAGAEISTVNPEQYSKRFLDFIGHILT
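ADP-Glo luminescence end-point read after a 60 min room-temperature kinase reaction of PI5P4Kalpha plus substrate, initiated with ATP at 5 microM final. Buffer: 0.038 M HEPES pH 7.4, EGTA, 0.1% CHAPS, 5% DMSO.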
PLK1 PBD inh = inhibitors of human PLK1 polo-box domain binding | Plk1 PBD binding of FITC phosphopeptide, fluorescence polarization | hit rate 2.8% among 360,000 | P53350 | Potency, µM, for the others: max response, negative = inhibition, actives largely listed as inhibitors; also: potency is read from the fitted curve at half-maximal effect; series mostly up to about 57 µM; % is scaled to controls: 0 for no effect and ±100 for the full control effect; nearly all actives have a fitted effect of over 65% in size
EPAC1 antag = antagonists of human EPAC1. EPAC1 GEF assay, Rap1b-BODIPY-GDP exchange fluorescence. Potency, µM (doses to about 115 µM), inactives show at the top dose activity change, negative = inhibition, hits mostly inhibitors. hit rate 0.14% among 360,000. O95398;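 also: potency is read from the fitted curve at half-maximal effect; plate controls were vehicle for no effect and positive control for full effect; nearly all actives have a fitted effect of over 50% in size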
IL2 activator = activates IL-2 in a cell-based reporter assay | IL-2 activation reporter assay, cell-based qHTS; stimulated with anti-CD3/CD4/CD28 beads; in transgenic mouse T cells | hit rate 0.065% among 360,000 | activation, % (series mostly up to about 46 µM); in the data active = activation above about 50%; inconclusive = mostly about 30% to 49%; also: 0% is about no effect
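Quantitative HTS in unstimulated transgenic mouse T cells, with memory T cells as non-tolerant control and PMA/ionomycin as tolerance-bypass control. Compound pretreatment lasted 60 minutes before 18 h bead stimulation; EGFP/DsRed fluorescence read.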
Active calls of the source: *; i = inactive; u = inconclusive; x = not tested or not shown; [ ] = remark or other dose. Unless noted, calls follow the shape of the dose curve; as a rule, active = well fitted curve in the direction sought with a large enough effect; inconclusive = small, poorly fitted or top-dose-only effect, or another doubt; inactive = no such curve, though single readings can be large; an effect the other way counts as inactive or inconclusive. Not all compounds are listed; the hit share may differ from the screen's.

SMILES	GLP1R cytotox	EPAC1 agonist	GLP-1R inv ag	GLP1R ag	PTHR1 ag	PI5P4K alpha inh	PLK1 PBD inh	EPAC1 antag	IL2 activator
C#CCN(CC=C)C(=O)CCc1nnc(COc2ccccc2)o1	-15.8%	1.9%	9.1%	-6.5%	-1.2%	0.6	-17.2%	-1.3%	1.1
CCN(CC)c1ccc(/C=N/N2CCN(c3ccccn3)CC2)cc1	-2.7%	7.9%	9.4%	0.6%	i	8.7	-1.5%	8.1%	0.1
COc1ccc(C(=O)NC(=S)N2CCC(C)CC2)cc1Br	u	3.5%	u	-0.1%	i	-3.2	-3.5%	-24.6%	0.4
COC(=O)c1c(SC)nc2ccccc2c1OCc1ccc(Br)cc1	-10.4%	x	u	0.6%	-5.6%	x	x	x	x
CCc1nc2c(OCC3CCCCC3)cccn2c1N(C)C(=O)c1ccc(OC)cc1	10.2%	-2.9%	u	7.5%	-40.5%[inhibitor]	-1.7	-4.7%	-7.2%	-0.1
O=C(Nc1ccc2c(c1)OCO2)c1cc(C2CCCCN2S(=O)(=O)Cc2ccccc2)on1 (stereo not drawn)	-5.5%	17.2%	u	3.0%	-17.8%	2.4	-5.2%	8.4%	0.4
COc1ccc(-c2cc(-c3ccco3)[nH]c(=O)c2C#N)cc1	0.8%	-7.2%	19.5%	1.0%	14.6%	-4.6	-23.7%	3.9%	2.3
Cc1ccc(CC2C(=O)N(c3ncccn3)C(=O)C2C)cc1 (stereo not drawn)	-15.4%	-4.3%	15.9%	-5.0%	i	4.3	0.1%	-2.7%	-2.7
Cc1cn(C2OC(COC(=O)c3ccccc3)C(OC(=O)c3ccccc3)C2OC(=O)c2ccccc2)c(=O)[nH]c1=O (stereo not drawn)	8.8%	3.1%	-9.2%	0.5%	-5.2%[57.5 µM]	x	-10.7%	-19.0%	-2.4
NC(=O)c1ccc(-c2csnn2)cc1	1.7%	0.8%	20.3%	-2.1%	i	-2.7	8.6%	3.6%	-0.7
CN(Cc1c(F)cccc1Cl)C(=O)c1ccc(NS(=O)(=O)c2ccc3[nH]c(=O)[nH]c3c2)cc1	7.5%	-2.1%	12.9%	3.5%	-23.0%	3.3	-23.5%	-18.1%	0.7
CN(C)C(=O)CNC(=O)CN1C(=O)NC2(CCCc3sccc32)C1=O (stereo not drawn)	-5.2%	1.6%	9.8%	-1.7%	i	-0.8	-9.3%	-4.7%	0.0
O=C(NC(=S)Nc1ccc(Br)cn1)c1cncc(Br)c1	-6.8%	-0.8%	-8.7%	-12.1%	-8.7%	x	-1.4%	-0.8%	-1.4
NC(=O)c1ccc(Oc2ccc(Cl)c3ccccc23)c([N+](=O)[O-])c1	-9.4%	-0.5%	-15.6%	-2.8%	i	10.1	-1.5%	-8.7%	-1.3
O=C(CNC(=O)c1cc(=O)[nH]c2ccc(S(=O)(=O)N3CCOCC3)cc12)Nc1ccc(F)c(F)c1	27.3%	2.0%	7.9%	-0.5%	-14.1%	3.9	8.1%	16.4%	-0.5
CCc1nc2c(OCc3ccc(Cl)cc3Cl)cccn2c1N(C=O)Cc1ccc(OC)cc1	1.7%	-3.0%	u	2.0%	-20.5%	-1.8	-10.1%	6.5%	-0.7
CN(CCO)C(=O)c1ccc(-c2nn(C)c(=O)c3ccccc23)cc1	-0.9%[7.66 µM]	3.7%	10.5%[7.66 µM]	0.2%	-3.1%	0.5	-0.4%	13.7%	-0.6
O=C(CSc1nnc(-c2ccccc2F)n1CCc1ccccc1)Nc1ccc2[nH]c(=O)[nH]c2c1	-2.8%	0.6%	29.5%	6.5%	i	u	-10.1%	0.2%	-2.7
Cc1nn(Cc2ccccc2)c(C)c1NC(=O)c1cc2nc(-c3ccco3)cc(C(F)(F)F)n2n1	21.9%	-3.6%	6.4%	5.7%	i	5.4	-6.8%	-28.0%	0.8
O=C1C2C3c4ccccc4C(c4ccccc43)[C@@H]2c2nc3ccccc3n21 (stereo partly drawn)	-3.5%	13.2%	u	1.6%	-33.7%[inhibitor][57.5 µM]	10.9	-8.5%	-15.7%	0.0
N#Cc1c(-c2ccccc2)nc(SCC(=O)Nc2ccccc2)[nH]c1=O	-9.4%	-7.0%	0.7%	-3.3%	23.1%	u	-5.3%	-26.6%	-0.1
O=C(O)COc1cnc2ccccc2n1	16.7%	4.5%	10.8%	3.8%	-23.1%	2.8	-17.2%	-19.0%	-0.2
CCCCC1(Cc2cccc([N+](=O)[O-])c2)C(=O)N(c2ccccc2)N(c2ccccc2)C1=O	-2.2%	0.4%	u	-6.7%	-6.2%[57.5 µM]	-4.7	-3.5%	0.5%	-0.2
O=C(CSc1nc(-c2cccs2)cc(C(F)(F)F)n1)NCCCN1CCOCC1	-10.4%	7.4%	4.4%	12.9%	i	8.2	-4.4%	-7.2%	5.3
CC(=O)c1cc(CN2CCN(C3CCN(C(C)C)CC3)C(CCO)C2)cs1 (stereo not drawn)	-5.2%	2.1%	-8.1%	-2.5%	-19.5%	9.5	-13.7%	-5.2%	0.0
Cc1ccc(NS(=O)(=O)c2ccccc2F)cc1S(=O)(=O)N1CCCCCC1	-7.9%	3.1%	-10.8%	-0.2%	-39.0%[inhibitor]	0.0	1.0%	-1.3%	-3.8
O=C(C[C@H]1C[C@H]2c3cc(NS(=O)(=O)c4ccc(F)cc4)ccc3O[C@H]2[C@H](CO)O1)NCc1cc(F)ccc1F	-14.0%	0.2%	-2.9%	3.9%	-46.3%[inhibitor]	-1.8	-6.0%	6.5%	-3.3
O=C(/C=C/c1cccc([N+](=O)[O-])c1)Nc1cc(C(=O)O)cc(C(=O)O)c1	3.8%	2.2%	5.8%	-0.5%	-20.8%	-16.2	10.6µM*	-12.9%	1.5
Cc1cc2oc(=O)cc(Cn3ncc(Cl)c(Cl)c3=O)c2cc1Cl	-14.0%	3.7%	157.5%[activator]	8.6%	-29.9%	-26.9	-26.6%	-18.1%	-0.7
CC(C(=O)OCC(=O)c1ccc(F)cc1)N1C(=O)C2C3C=CC(C3)C2C1=O (stereo not drawn)	1.9%	-0.7%	-4.2%	9.7%	i	2.8	-4.7%	-0.7%	0.4

3 of the entries above in order of the PTHR1 ag value, low to high.
canonical_smiles	PTHR1 ag
O=C(Nc1ccc2c(c1)OCO2)c1cc(C2CCCCN2S(=O)(=O)Cc2ccccc2)on1 (stereo not drawn)	-17.8%
O=C(CNC(=O)c1cc(=O)[nH]c2ccc(S(=O)(=O)N3CCOCC3)cc12)Nc1ccc(F)c(F)c1	-14.1%
COc1ccc(-c2cc(-c3ccco3)[nH]c(=O)c2C#N)cc1	14.6%

Next entries follow.
SMILES	GLP1R cytotox	EPAC1 agonist	GLP-1R inv ag	GLP1R ag	PTHR1 ag	PI5P4K alpha inh	PLK1 PBD inh	EPAC1 antag	IL2 activator
COc1ccc(-c2noc(CCC(=O)NC3CCCCCC3)n2)cc1	-14.6%	-2.4%	u	14.7%	-18.7%	-1.2	-10.5%	8.3%	-0.4
COc1ccc(Cn2c(=O)oc3ccc(C)cc32)cc1	-3.9%	-6.0%	u	3.8%	-9.1%	8.0	2.0%	-14.0%	-0.6
COc1ccc(Cl)cc1NC(=O)c1cc2ccc3ccc(C)[nH]c3c2n1	-16.5%	x	u	-3.5%	-27.1%	x	x	x	x
C[C@@H]1CN([C@H](C)CO)C(=O)CCCn2nncc2CO[C@@H]1CN(C)S(=O)(=O)c1ccccc1F	-8.6%	-8.9%	7.3%	-1.9%	-27.1%	-4.5	-10.4%	22.7%	2.5
CC(C)(C)NC(=O)N1CCN(c2nc(-c3ccccc3)ns2)CC1	-18.6%	0.8%	-24.5%	-2.6%	-17.1%	11.6	-11.8%	12.4%	0.4
Cc1cccn2cc(-c3ccc4c(c3)NC(=O)CO4)nc12	2.9%	-6.4%	79.4%[activator]	20.1%	19.6%	-2.6	-12.7%	-17.3%	-0.3
COc1ccc2[nH]c3c(c2c1)CCN1C(=O)C(CC(=O)NCCN2CCOCC2)C[C@H](C(=O)N(C(C)C)C(C)C)[C@@]31C (stereo partly drawn)	4.5%	-10.2%	-0.1%	-0.3%	-4.9%	-1.9	-14.9%	-10.3%	0.4
Cc1ccc(C(=O)NCC(=O)OCC(=O)Nc2cccc(S(=O)(=O)N3CCCC3)c2)cc1C	-0.3%	-10.7%	11.9%	-3.9%	i	0.4	8.1%	-1.0%	0.6
Cc1ccc(S(=O)(=O)N2CCC(C(=O)NNC(=O)c3ccccc3)CC2)cc1	16.6%	10.0%	-4.1%	-5.6%	u	-6.2	-3.2%	-0.6%	0.1
Cc1ccc(S(=O)(=O)CC(c2ccccc2)N2CCCCC2)cc1 (stereo not drawn)	16.6%	-1.6%	-27.6%	15.4%	i	-4.2	-14.1%	-2.4%	-1.3
COc1cc(/C=N/OCC(=O)NC2CCCCC2C)ccc1OCc1ccc(Cl)cc1 (stereo not drawn)	-3.1%	-15.5%	u	11.3%	-30.1%[inhibitor]	9.8	2.2%	6.0%	1.0
COc1cccc(/C=C/C(=O)Nc2ccc3c(c2)OCCO3)c1OC	13.0%[0.307 µM]	6.9%	7.4%[0.307 µM]	-27.4%	-40.4%[inhibitor]	0.4	-13.1%	-25.4%	2.2
Cc1ccccc1N(Cc1cc(=O)[nH]c2ccccc12)C(=O)C(C)C	-2.6%	3.5%	-16.9%	3.2%	i	2.7	-8.2%	6.6%	-1.0
CC(C)(C)C1CCCCC1NC(=O)c1ccncc1 (stereo not drawn)	-6.6%	-2.4%	-16.6%	-7.7%	i	1.2	-22.7%	8.7%	-0.8
C/C=C/C(=O)N1CC2(CC(c3cccc(NC(=O)COc4ccc(Cl)cc4)c3)=NO2)C[C@@H]1C(N)=O (stereo partly drawn)	0.0%	7.6%	14.7%	9.0%	i	2.1	5.2%	1.4%	0.9
CCOC(=O)c1sc(NC(=O)C2CC=CCC2C(=O)O)nc1C (stereo not drawn)	-6.6%	8.7%	-12.7%	-4.7%	-3.5%[57.5 µM]	x	-16.8%	3.8%	1.0

High-throughput results (PubChem BioAssay)
